Source: PubChem BioAssay
H9c2 TAG inh: triacylglycerol accumulation inhibition; H9c2 cells, Nile Red lipid (TAG) fluorescence; cells loaded with 200 µM oleic acid; inhibition, % at 12.5 µM; 230,000 compounds, 0.66% hits;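 active = pattern-corrected inhibition of lipid staining of at least 50% with the nuclear-stain viability signal not falling by more than 50%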;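 also: 0% = DMSO wells and 100% = triacsin C control wells; some results filed as inactive read as strong as hits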
H9c2 TAG inh DAPI viability: also measured in H9c2 TAG inh; calls as there; DAPI nuclei signal change (viability), lower = more cytotoxic, %;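 whole-well DAPI fluorescence read on a plate reader as a viability signal; minus 50 percent equals half of cells still viable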
An asterisk follows results filed as active; & = joins results of further samples.

The first 19 compounds, to show the layout:
SMILES	H9c2 TAG inh	H9c2 TAG inh DAPI viability
CCOC1CS(=O)(=O)CC1OCC (configuration not stated)	18	-15
Nc1nc(CSc2n[nH]c(-c3ccccc3)n2)nc(Nc2ccccc2)n1	5	-14
O=[N+]([O-])c1ccc(N/N=C/c2cccnc2)cc1	-18	1
OC[C@H]1O[C@@H](c2nc(-c3ccc(Br)cc3)no2)C[C@@H]1O	2	2
CSCCC(NS(=O)(=O)c1ccc(C)cc1)C(=O)NC1CCCCC1 (configuration not stated)	-1	8
CC[C@@H]1CC=C[C@H]2[C@H]1C(=O)N(Cc1ccccc1)[C@H]2c1ccc(C(F)(F)F)cc1	-2	-7
O=C(C1CCN(C2CC(=O)N(c3cccc(Cl)c3)C2=O)CC1)N1CCCCCC1 (configuration not stated)	-6	3
CNC(=S)NCC(O)c1ccc([N+](=O)[O-])cc1 (configuration not stated)	8	-3
O=C(O)c1ccc(-c2cccc([N+](=O)[O-])c2)o1	9	-8
Cc1c(NC(=O)OCc2ccccc2)c(=O)n(-c2ccccc2)n1C	14	4
CCCCN(C(=O)c1ccc(Br)o1)C1CCS(=O)(=O)C1 (configuration not stated)	5	1
CCOc1ccc(NC2c3ccccc3C(=O)N2Cc2ccco2)cc1 (configuration not stated)	-26	-1
COc1ccc(CC(=O)O/N=C(\N)Cc2ccc([N+](=O)[O-])cc2)cc1	-11	6
CCn1c(C2CC(=O)N(Cc3ccccc3)C2)nc2ccccc21 (configuration not stated)	12	3
Cc1ccc(S(=O)(=O)N(C)CC(=O)OCC(=O)c2c(N)n(C)c(=O)n(C)c2=O)cc1	-5	-5
CNc1c(-n2cc(C(=O)OC)c(C(=O)OC)c2C(=O)OC)c(=O)n(C)c(=O)n1C	1	-6
COC(=O)Nc1nncs1	-4	12
O=C1OCc2cc(NC(=O)C3COc4ccccc4O3)ccc21 (configuration not stated)	-2	-12
Clc1ccc2[nH]cc(-c3nnnn3-c3ccccc3)c2c1	-9	-6

The list itself, from the start:
SMILES	H9c2 TAG inh	H9c2 TAG inh DAPI viability
CCOC1CS(=O)(=O)CC1OCC (configuration not stated)	18	-15
Nc1nc(CSc2n[nH]c(-c3ccccc3)n2)nc(Nc2ccccc2)n1	5	-14
O=[N+]([O-])c1ccc(N/N=C/c2cccnc2)cc1	-18	1
OC[C@H]1O[C@@H](c2nc(-c3ccc(Br)cc3)no2)C[C@@H]1O	2	2
CSCCC(NS(=O)(=O)c1ccc(C)cc1)C(=O)NC1CCCCC1 (configuration not stated)	-1	8
CC[C@@H]1CC=C[C@H]2[C@H]1C(=O)N(Cc1ccccc1)[C@H]2c1ccc(C(F)(F)F)cc1	-2	-7
O=C(C1CCN(C2CC(=O)N(c3cccc(Cl)c3)C2=O)CC1)N1CCCCCC1 (configuration not stated)	-6	3
CNC(=S)NCC(O)c1ccc([N+](=O)[O-])cc1 (configuration not stated)	8	-3
O=C(O)c1ccc(-c2cccc([N+](=O)[O-])c2)o1	9	-8
Cc1c(NC(=O)OCc2ccccc2)c(=O)n(-c2ccccc2)n1C	14	4
CCCCN(C(=O)c1ccc(Br)o1)C1CCS(=O)(=O)C1 (configuration not stated)	5	1
CCOc1ccc(NC2c3ccccc3C(=O)N2Cc2ccco2)cc1 (configuration not stated)	-26	-1
COc1ccc(CC(=O)O/N=C(\N)Cc2ccc([N+](=O)[O-])cc2)cc1	-11	6
CCn1c(C2CC(=O)N(Cc3ccccc3)C2)nc2ccccc21 (configuration not stated)	12	3
Cc1ccc(S(=O)(=O)N(C)CC(=O)OCC(=O)c2c(N)n(C)c(=O)n(C)c2=O)cc1	-5	-5
CNc1c(-n2cc(C(=O)OC)c(C(=O)OC)c2C(=O)OC)c(=O)n(C)c(=O)n1C	1	-6
COC(=O)Nc1nncs1	-4	12
O=C1OCc2cc(NC(=O)C3COc4ccccc4O3)ccc21 (configuration not stated)	-2	-12
Clc1ccc2[nH]cc(-c3nnnn3-c3ccccc3)c2c1	-9	-6
O=C(O)c1cc(-c2ccc3c(c2)OCO3)nc2ccc(Br)cc12	-5	-2
CCC(Sc1ncnc2sc(C)c(C)c12)C(=O)OC (configuration not stated)	-10	-5
Cc1c(NC(=O)CN2C(=O)NC(C)(c3ccc(Cl)cc3)C2=O)c(=O)n(-c2ccccc2)n1C (configuration not stated)	-7	-2
CC(C)(C)c1ccc(C(=O)N2CCCC2)s1	-6	10
CN(Cc1ccccc1)C(=O)Cn1nnc(-c2ccccc2)c1COc1ccccc1	0	-2
Cc1cc(OCc2cc(C(=O)NCCN3CCCCC3CO)no2)cc(C)c1Cl (configuration not stated)	-6	13
Cc1cc(C(=O)N/N=C/c2ccc(N3CCOCC3)cc2)c(C)o1	-38	7
COc1ccc(/C=C/C(=O)Nc2ccc3c(c2)CCC3)cc1OC	14	10
Cc1ccc(NC(=O)/C=C/c2ccc3c(c2)OCO3)nc1	6	-7
COCCCn1c(SCC(=O)Nc2nc3ccccc3s2)nnc1-c1ccoc1C	51*	-12*
O=C(NC(=S)N1CCN(c2ccccc2)CC1)c1c(F)cccc1F	-17	6
COc1ccc(CCNC(=S)NC(=O)c2ccc(Br)cc2)cc1OC	-24	18
CCCCc1ccc(NC(=O)C2CCCO2)cc1 (configuration not stated)	11	-5
CCCCC(=O)NC(c1ccccc1OC)c1ccc2cccnc2c1O (configuration not stated)	91	-74
COCCN1Cc2cccc(C(=O)NCc3ccccn3)c2C1=O	6	-5
O=C(COC(=O)c1ccccn1)NNC(=O)c1ccc(Br)cc1	12	1
CCC1=C(OC(=O)N(CC)CC)N2C(=O)OC(=NCCc3c[nH]c4ccccc34)[C@]2(Cc2ccccc2)[C@H]2C1=CC[C@H]1C(=O)NC(=O)[C@H]12	23	-3
Cc1ccc(NC(=O)CSC(C)C(=O)OC(C)C(=O)NC2CCCCC2C)cc1 (configuration not stated)	-4	-8
COc1cccc(C(=O)N/N=C/c2cn[nH]c2-c2ccc(OC)cc2OC)c1	3	5
O=C(Cc1ccccc1[N+](=O)[O-])Nc1ccccc1C(=O)N1CCCC1	23	-3
CCCCNC(=O)C1(C)CCN1C(=O)c1cc(-c2ccccc2)cs1 (configuration not stated)	-14	-6
O=C(Nc1cc(Cl)ccc1N1CCOCC1)C1CC1	-8	2
Cc1ccccc1C(=O)N1CCC(C(=O)OCc2ccccc2Cl)CC1	-16	-9
CSc1nc2ccc(NC(=O)C3CC(=O)N(Cc4ccco4)C3)cc2s1 (configuration not stated)	24	-15
CC[C@@]12C(=O)N(c3cccc(Cl)c3)C(=O)N1[C@H](c1cccc(C)c1)[C@@H]1C(=O)N(Cc3ccccc3)C(=O)[C@@H]12	-11	0
CCCCn1nnnc1SCC(=O)c1ccc(C)c(C)c1	-11	7
Cc1nc2c(-c3ccccc3)c(C)nn2c(C)c1CCC(=O)NC(C)CCc1ccco1 (configuration not stated)	22	-17
CCC(=O)N1CCc2cc(Br)cc(S(=O)(=O)CCC(=O)NCCc3ccccc3)c21	-10	-3
O=C(Cn1cnc([N+](=O)[O-])n1)N/N=C/c1cccc(Cl)c1	-1	3
O=C(Nc1ccccc1C(=O)OCC(=O)N1CCc2ccccc2C1)c1ccco1	8	-10
CC1CCN(C(=O)CSc2nnc(N)s2)CC1	-5	6
Cc1ccsc1CN(C)CC(=O)Nc1ccccc1C(=O)NC1CC1	-34	3
COc1ccccc1CNC(=O)CN1CCC(n2cnc3cc(F)ccc32)CC1	-9	2
Cc1nn(C)c(C)c1CNC(=O)Nc1cccc(Cl)c1	10	-6
Fc1ccc(NC(=S)Nc2cccc3cnccc23)cc1	-11	5
Cc1ccc(C(NC(=O)N2CCN(C)CC2)C(Cl)Cl)cc1F (configuration not stated)	4	-12
COc1ccc(NC(=O)CN(C)C(=O)Cc2ccc(-c3ccccc3)cc2)cc1	20	-4
CSc1cccc(NC(=O)C2CC(=O)N(Cc3ccccc3)C2)c1 (configuration not stated)	-14	9
O=C(COC(=O)CC1CCCC1)Nc1ccccc1[N+](=O)[O-]	4	-7
COc1ccc2nc(Nc3ccc4c(c3)OCO4)sc2c1	-34	6
COc1ccc(NC(=O)/C=C/c2ccc3c(c2)OCO3)cc1	-3	6

Next part
SMILES	H9c2 TAG inh	H9c2 TAG inh DAPI viability
CC(C)=CCn1c2ccc(NC(=O)Nc3cccnc3)cc2c(=O)n1C	0	9
COc1ccc(/C=C/C(=O)OCC(=O)N(C)CC(=O)Nc2ccc(C)cc2)c(OC)c1	-1	-8
COc1ccc(NS(=O)(=O)c2cccc(C(=O)N(C)Cc3ccc(SC)cc3)c2)cc1	0	1
COc1ccc(CNC(=O)C(=O)N2CCC3(CC2)OCCN3S(=O)(=O)c2ccc(C)cc2)cc1	1	7
CC(=O)N(Cc1cccc(Br)c1)c1ccc(N2CCOCC2)c(Cl)c1	-33	10
CC1(C)Cc2cccc(OCC(=O)Nc3cccnc3)c2O1	-4	-2
COc1cccc(N/C=C/C(=O)c2ccc(Br)cc2)c1	-22	-7
COc1ccc(-c2cc(C(=O)N3CCOCC3)c3cc(C)ccc3n2)cc1	2	69
CCOC(=O)C1CCN(c2ncnc3c2c(-c2ccccc2)cn3-c2ccc(C)cc2)CC1	7	0
CCN1CCN(Cc2ccc(NC(=O)c3cc(NC(=O)c4ccno4)cc(OC)c3)cc2C(F)(F)F)CC1	24&16	19&-2
Cc1ccc2c(c1)Sc1c(ccc3ccccc13)N2	38	-10
O=C(CCCn1c(=O)[nH]c2ccccc2c1=O)NCCSCc1ccccc1	7	-6
COc1ccc(-c2ccc(C(=O)NCc3ccc(F)c(F)c3)c3occc23)c(C)c1	-1	-5
O=C1CCC(C(=O)Nc2cc(C(F)(F)F)ccc2-n2cncn2)=NN1	2	-8
COc1nonc1NC(=O)CSc1nc2ccccc2[nH]1	-5	-7
CCn1c(SCC(=O)Nc2sc3c(c2C(N)=O)CCC(C)C3)nnc1-c1ccco1 (configuration not stated)	5	4
CN(CC(=O)N1CCCC1)S(=O)(=O)c1ccc2ccccc2c1	-16	2
COCCN(C(=O)Cc1ccc(S(=O)(=O)N2CCOCC2)s1)c1c(N)n(CC(C)C)c(=O)[nH]c1=O	14	-3
CCOc1ccc(S(=O)(=O)N2CCCCC2)cc1NC(=O)CN1CCCC1c1cccs1 (configuration not stated)	-14	-9
CCOC(=O)c1cc(CC)sc1NC(=O)COC(=O)c1ccccn1	14	1
CN(Cc1ccon1)C(=O)CC1C(=O)NCCN1Cc1ccc(F)c(F)c1 (configuration not stated)	-12	2
Cc1ccc(-c2csc(NC(=O)CCCc3cccs3)n2)cc1	0	1
Cc1ccc(N(CC(=O)Nc2ccc3c(c2)OCCO3)S(=O)(=O)c2c(C)n[nH]c2C)cc1	11	2
Nn1c(SCc2cc([N+](=O)[O-])cc3c2OCOC3)nnc1-c1cccnc1	-6	4

Record cards (already shown). Order of values: H9c2 TAG inh | H9c2 TAG inh DAPI viability
`CCCCC(=O)NC(c1ccccc1OC)c1ccc2cccnc2c1O` (configuration not stated) as listed: 91 | -74
`CSc1cccc(NC(=O)C2CC(=O)N(Cc3ccccc3)C2)c1` (configuration not stated) as listed: -14 | 9

Other entries follow:
SMILES	H9c2 TAG inh	H9c2 TAG inh DAPI viability
Cc1ccc(/C=N/N2CCN(c3ccc(Cl)cc3)CC2)o1	-13	-9
CCOC(=O)c1sc(NC(=O)CSc2nnc(C(C)C)n2C)nc1C	-10	7
O=C(c1ccc(Cl)cc1)C1CCN(C(=O)C2CC2)CC1	-3	4
COCc1ccc(C(=O)N2CCc3c([nH]c4ccccc34)C2c2ccccn2)s1 (configuration not stated)	-3	-1
COc1ccc(-c2nn(CCC#N)cc2C(=O)Nc2cccc(C(=O)O)c2)cc1OC	12	2
CC1(C)NC(=O)N(CC(=O)OCC(=O)c2ccc(F)cc2)C1=O	-5	-1
CSCCC(NC(=O)OC(C)(C)C)C(=O)NC(CC(C)C)C(N)=O (configuration not stated)	-8	5
CN1CC(=O)N(CC(=O)NCCc2ccc(F)cc2)c2ccccc2C1=O	2	-5
CCc1cc(CNC(=O)c2ccc(OC)c(OC3CCN(C(C)C)CC3)c2)on1	11	3
COc1ccc2c(c1)Cc1sc(NC(=O)c3ccccc3)nc1-2	40	-6
COc1cccc(OCCNC(=O)Nc2cc(F)c(F)cc2Cl)c1	-11	-1
O=C(CCCCN1CCCCC1)c1ccc2c(c1)Cc1ccccc1-2	-1	36
COCCOC(=O)c1c(C)oc2ccc(OC(=O)c3ccco3)cc12	-15	13
CC1CC(C)(C)NC(=S)N1CCC(=O)N1CCN(c2ccccc2)CC1 (configuration not stated)	-3	4
CC1CCCN(CC(O)COc2ccc3c(c2)OCO3)C1 (configuration not stated)	-1	-9
CCCN(C(=O)c1cccs1)c1nnc(-c2ccncc2)s1	3	-5
Cc1ccnc(Nc2nc3ccccc3o2)n1	12	-10
C[C@H]1CN([C@@H](C)CO)C(=O)CCCn2nncc2CO[C@H]1CN(C)S(=O)(=O)c1ccc(Oc2ccccc2)cc1	6	-5
NC(=O)N1CCC2(CC1)NC(=O)N(c1ccccc1)N2	-4	17
CCCOc1ccc(/C=N/NC(=O)CN(c2ccc(OCC)cc2)S(C)(=O)=O)cc1	7	4
OCC1(Cc2ccccc2C(F)(F)F)CCN(Cc2ccc3c(c2)CCO3)CC1	-3	8
Nc1c(C(=O)Nc2ccccc2F)sc2nc(-c3cccnc3)ccc12	7	7
CC1CCN(S(=O)(=O)c2cc(C(=O)Nc3ccccn3)ccc2Br)CC1	-21	3
Cc1cc(-c2nnc(CCC(=O)N(C)CCc3ccccc3)o2)no1	9	-2
CN(C(=O)CSc1nnc(C2CC2)n1C)C1CCCc2ccccc21 (configuration not stated)	9	2
CCOC(=O)c1c(NC(=O)C2CC(Cl)=CCC2C(=O)O)sc2c1CCCCC2 (configuration not stated)	11	0
O=S1(=O)NC(CC2=CCCCC2)C2CCCCC2O1 (configuration not stated)	-17	-20
CC1CN(c2ccccc2)C(=O)CS1 (configuration not stated)	-12	3

These rows are one share of the data; rates above refer to the full screens.
